# MCF10A rerep: A quantitative high throughput screen for small molecules that induce DNA re-replication in MCF 10a normal breast cells; MCF 10A DNA re-replication, Hoechst nuclear intensity, 48 h; Potency, µM (titrated, usually from 46.1 µM), inactives show top-dose activity, positive = re-replication, hits mostly activators; actives 2.9% (n = 350,000); further: potency means the concentration at half of the fitted maximal effect; % of control where 0% means no effect; nearly all actives have a fitted effect of over 50% in size
# KB-3-1 tox: qHTS assay for MDR1-selective chemotherapeutics: Primary screen using the parental adenocarcinoma cell KB-3-1 | KB-3-1 viability, CellTiter-Glo ATP luminescence, 72 h | Potency, µM (highest dose often 46.1 µM), without a hit: top-dose activity change, negative = cytotoxic, hits mostly cytotoxic | actives 1.4% (n = 400,000); further: potency means the concentration at half of the fitted maximal effect; on the % scale 0 is the no-effect control and ±100 the full control effect; nearly all actives have a fitted effect of over 60% in size
#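 Cytotoxicity in the drug-sensitive parental line KB-3-1 was scored as loss of CellTiter-Glo luminescence following 72 h incubation with compound. Values come from curve fitting of normalized concentration-response data.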
# HT1080 IDH1KD tx: qHTS for induction of synthetic lethality in tumor cells producing 2HG: qHTS for the HT-1080-IDH1KD cell line. HT-1080 IDH1 knockdown viability, ATP luminescence, 48 h. Potency, µM (doses to about 46.1 µM), without a hit: at the highest dose activity, negative = toxicity, hits mostly cytotoxic. actives 2% (n = 360,000);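 further: potency means the concentration at half of the fitted maximal effect; 0% = DMSO wells and -100% = cell-free medium wells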
#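 IDH1KD HT-1080 cells, 750/well, RPMI + 5% FBS; compound pinned after 2 h settling; 48 h, 37 °C; CellTiter-Glo luminescence; % activity normalised to DMSO and no-cell wells; curves fitted, classed by r2 and efficacy.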
# SW480 rerep: A quantitative high throughput screen for small molecules that induce DNA re-replication in SW480 colon adenocarcinoma cells; AID 624297, 2012; SW480 DNA re-replication, Hoechst DNA content imaging, 48 h; actives 1.8% (n = 340,000); Potency, µM (doses to about 46.1 µM), inactives show at the highest dose re-replication activation, actives largely listed as activators; further: potency means the concentration at half of the fitted maximal effect; % of control where 0% means no effect; nearly all actives have a fitted effect of over 55% in size
#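 First, 250 cells per well were seeded. Next, compound or vehicle (23 nL) was pinned in, plates sat 48 hr at 37 C. Finally Hoechst was added for 40 min before fluorescence scanning.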
# HEK293 tox: qHTS of GLP-1 Receptor Inverse Agonists: Cytotox Screen | Potency, µM (top dose mostly 38.3 µM), for the others: at the highest dose activity change, negative = inhibition, most hits filed as inhibitors | HEK293 cAMP-luciferase reporter cells, luminescence, 24 h | actives 0.13% (n = 410,000) | AID 624418, 2012;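 further: loss of luciferase light is scored as toxicity; potency means the concentration at half of the fitted maximal effect; on the % scale 0 is the no-effect control and ±100 the full control effect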
#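 Cells in DMEM/10% Nu serum/1% pen-strep, 1536-well format. Pre-incubated 12 h, dosed with 23 nL compound, incubated a further 24 h. Luciferase detection, 12 min at room temp, luminescence.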
# KB-V1 cytotox: qHTS assay for MDR1-selective chemotherapeutics: Primary screen using the drug-selected MDR subline cells KB-V1. AID 1347076, 2019. KB-V1 MDR cells viability, CellTiter-Glo, 72 h. actives 3.4% (n = 400,000). Potency, µM (top dose mostly 46.1 µM), for inactives: top-dose activity change, negative = cytotoxicity, usual class: cytotoxic; further: potency means the concentration at half of the fitted maximal effect; on the % scale 0 is the no-effect control and ±100 the full control effect; nearly all actives have a fitted effect of over 60% in size
#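 Following 72 h at 37 degrees C with compound, KB-V1 cell viability was read by CellTiter-Glo luminescence, medium being phenol-red-free DMEM plus 10% FBS; concentration-response parameters came from normalized, curve-fitted qHTS data.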
# HT1080NT lethal: qHTS for induction of synthetic lethality in tumor cells producing 2HG: qHTS for the HT-1080-NT fibrosarcoma cell line; HT-1080-NT fibrosarcoma viability, CellTiter-Glo ATP luminescence, 48 h; AID 686970, 2013; Potency, µM (highest dose often 46.1 µM), without a hit: at the top dose activity, negative = less viability, actives largely listed as cytotoxic; actives 1.6% (n = 360,000);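 further: NT is the 2HG producing partner of a matched IDH1 knockdown line; potency means the concentration at half of the fitted maximal effect; 0% = DMSO-treated cells and -100% = media-only wells without cells; nearly all actives have a fitted effect of over 55% in size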
#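 A 48-hour cytotoxicity screen used HT-1080-NT cells plated 2 hours before compound delivery. ATP-based CellTiter-Glo luminescence measured viability, normalized to DMSO and no-cell controls.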
# IL-1B inflam inh: qHTS for Inhibitors of Inflammasome Signaling: IL-1-beta AlphaLISA Primary Screen. actives 4.7% (n = 360,000). THP-1 LPS/ATP IL-1B secretion, AlphaLISA, 16 h; hits give low values. activity change, % at 57.5 µM; in the data active means activity change below about -50%; inconclusive means mostly about -30% to -49%; further: on the % scale 0 is the no-effect control and ±100 the full control effect
#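 THP-1 cells pretreated 1 hr with compounds (up to 57.5 uM final), then stimulated with LPS (250 ng/mL final) plus ATP (1.25 mM final); secreted IL-1B measured by AlphaLISA after 16 hr, decreased signal indicating inhibition.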
# DRD3 agonist: qHTS of D3 Dopamine Receptor Agonist: qHTS | D(3) dopamine receptor (Homo sapiens), P35462 | D3R DiscoveRx beta-arrestin cells, luminescence, 90 min | max activation, % | actives 0.58% (n = 410,000) | AID 652048, 2013; in the data active means max activation above about 30%; further: 0% is about no effect; mostly tested at two doses, the higher about 12 µM
# Target sequence (P35462 whole entry, looked up): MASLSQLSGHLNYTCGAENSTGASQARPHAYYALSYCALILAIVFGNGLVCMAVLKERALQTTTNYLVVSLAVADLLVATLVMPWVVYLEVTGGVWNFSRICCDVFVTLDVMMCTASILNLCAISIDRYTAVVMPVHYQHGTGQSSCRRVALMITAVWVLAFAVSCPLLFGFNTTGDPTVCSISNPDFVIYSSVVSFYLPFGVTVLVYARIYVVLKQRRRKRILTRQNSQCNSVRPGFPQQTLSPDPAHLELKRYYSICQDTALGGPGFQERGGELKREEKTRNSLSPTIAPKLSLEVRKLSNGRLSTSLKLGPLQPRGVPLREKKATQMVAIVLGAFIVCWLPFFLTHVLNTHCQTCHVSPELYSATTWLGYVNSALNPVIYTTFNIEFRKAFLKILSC
#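 Agonist-mode cell screen: cells plated at 1500/well and incubated overnight at 37 °C, then exposed to library compounds for 90 min at 37 °C. Detection reagent was added for 30–60 min at room temperature, and luminescence was read.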
# * = called active by the depositor; ? = inconclusive; / = no result given; [ ] = another dose, or the depositor's remark. Unless noted, the call rests on the fitted dose curve; in most records, active means well fitted curve in the direction sought with a large enough effect; inconclusive means small, poorly fitted or top-dose-only effect, or another doubt; inactive means no such curve, though single readings can be large; an effect the other way counts as inactive or inconclusive.
SMILES,MCF10A rerep,KB-3-1 tox,HT1080 IDH1KD tx,SW480 rerep,HEK293 tox,KB-V1 cytotox,HT1080NT lethal,IL-1B inflam inh,DRD3 agonist
Cc1c(NC(=O)C(C)OC(=O)/C=C/c2ccc(OC(F)F)cc2)c(=O)n(-c2ccccc2)n1C (stereo unspecified),5.2%,9.2%,0.6%,-3.5%,13.6%,-14.9%,-5.7%,-6.3,-7.0
Cc1cccc(C)c1OCC(=O)Nc1oc(-c2ccccc2)c(-c2ccccc2)c1C#N,?,?,-20.3%,-69.8%[inhibitor],?,16.4µM*,?,-16.8,25.7
COc1cc2c(cc1NC(=O)COC(=O)Cn1cnc3ccccc31)oc1ccccc12,2.3%,-1.0%,-0.1%,-11.4%,-3.7%,-15.7%,-3.2%,?,2.5
O=C(Cn1cnc2c(nnn2-c2cccc(Cl)c2)c1=O)NCc1ccccc1,3.0%,-27.4%,2.0%,-2.0%,3.5%,-4.1%,-5.6%,10.8,6.9
CN(C)c1ccc(/C=N/NC(=O)c2nonc2N)cc1[N+](=O)[O-],-1.9%,-0.4%,?,-0.8%,-6.6%,10.6%,0.5%,11.7,-12.9
O=C(O)c1cccc(N2C(=O)c3cccnc3C2=O)c1,1.0%,-2.8%,-4.1%,-24.9%,11.6%,5.4%,-1.6%,0.1,-3.5
O=C(/C=C/c1ccco1)Nc1ccc(Oc2ccc(Cl)cc2)cc1,4.61µM*,5.8µM*,4.11µM*,?,-28.9%,?,5.8µM*,-6.5,6.7
CCC(C)(C)c1nnc(NC(=O)c2cccc([N+](=O)[O-])c2)s1,-3.5%,2.5%,-8.9%,16.4%,-1.5%,20.6µM*,-15.7%,-22.3,-16.6
COc1ccc(/C=C/C(=O)N2CCCc3ccccc32)cc1,?,6.1%,15.5%,?,-10.9%,13µM*,15.9%,-4.5,-2.8
O=C(Nc1nnc(S(=O)(=O)N2CCCc3ccccc32)s1)c1ccccc1,/,4.2%,/,/,-11.2%,11.7%,/,/,-14.0
CSc1nc2ccc(NC(=O)C3=NNC(=O)CC3)cc2s1,?,-19.6%,-28.7%,-6.3%,9.6%,?,-2.3%,0.0,2.1
CC(=O)NCCNc1nc2cc(-c3ccc4c(ccn4C)c3)sc2c(=O)n1C,/,0.0%,-28.4%,/,5.4%,1.3%,-23.8%,57.5,8.8
CCOC(=O)C1=C(CN2CCN(c3ccc(OC)cc3)CC2)NC(=O)NC1c1ccc(Cl)cc1 (stereo unspecified),/,-26.8%,/,/,-14.1%,-11.8%,/,/,-2.9
CCOC(=O)/C=c1/s/c(=C/c2ccc3cc(OC)ccc3c2)c(=O)n1CC(=O)NCC1CCCO1 (stereo unspecified),?,?,13.5%,3.66µM*,18.6%,-10.0%,4.8%,0.0,10.6
Nc1nnnn1CC(=O)OCc1cccc(Br)c1,?,8.8%,7.0%,-9.5%,4.2%,1.6%,12.4%,-3.6,2.5
O=C(NCc1ccccc1)c1cc(C2CCCCN2C(=O)c2cccs2)on1 (stereo unspecified),/,-0.1%,0.0%,/,-8.7%,-13.8%,-4.4%,-15.7,-13.2
CC(C)Cn1c2c(c(O)c(C(=O)Nc3nccs3)c1=O)CCCC2,7.3%,?,?,?,6.4%,7.31µM*,4.3%,7.7,9.7
O=[N+]([O-])c1ccc(CSc2nnc3ccccn23)cc1,0.5%,11.7%,18.7%,-7.9%,6.3%,?,11.6%,-4.8,4.5
COc1ccc(CC(=O)NCc2nnc(SCC(=O)c3ccc(OC)cc3)n2C)cc1,-25.1%,5.3%,10.2%,15.4%[1.84 µM],-5.6%,7.0%,8.7%,11.7,-5.5
CCc1cc(=O)oc2cc(C)cc(OCC(=O)N3CCC[C@@H]3C(=O)O)c12,?,0.0%,10.3%,-5.5%,2.2%,0.0%,6.5%,14.1,-10.4
CCOc1ccc(C(=O)CC(NCc2cccs2)C(=O)O)cc1 (stereo unspecified),?,-7.4%,?,?,-3.1%,5.1%,-21.1%,-15.1,-6.2
CC(C)(CO)NC(=O)CC1C(=O)NCCN1CC(c1ccccc1)c1ccccc1 (stereo unspecified),-0.9%,8.4%,10.2%,-11.5%,-8.1%,?,8.8%,3.9,-0.3
NC(=O)C1=C[C@H](C2CCCCC2)C[C@H](OCc2ccc(CO)cc2)O1,4.2%,-18.7%,-13.0%,-67.7%[inhibitor][9.22 µM],2.2%,0.1%,-11.3%,0.1,-7.0
CCOC(=O)C1(C)CCCN(C(=O)c2ccc3ccccc3c2)C1 (stereo unspecified),/,0.0%,1.5%,/,1.5%,-2.4%,16.9%,22.0,0.1
Cc1c(C(=O)N2CCN(c3ccc(F)cc3)CC2)sc2nc(-c3ccccc3)cn12,18.8%,1.7%,5.6%,-6.2%,1.7%,-0.1%,6.5%,0.3,-0.7
Cc1cc(N2CCCCC2)n2ncc(-c3ccc(Cl)cc3)c2n1,28.1%,-15.3%,-18.1%,-5.1%,2.5%,-22.3%,-7.0%,5.6,3.3
CCC(=O)Nc1ccc(Cl)c(NC(=S)NC(=O)c2ccco2)c1,-3.6%,29.9%,9.1%,-1.8%,-1.7%,-2.0%,16.9%,-12.4,-4.4
O=C(NCc1ccccc1)C1=C[C@H](C2CCCCC2)C[C@H](OCc2ccc(CO)cc2)O1,?,-0.3%,-14.2%,?,-4.1%,-22.7%,?,-2.3,-0.3
Cc1nn(C)c(Oc2ccccc2)c1[N+](=O)[O-],7.6%,5.8%,1.0%,-20.7%,7.8%,2.6%,9.9%,-17.7,0.8
O=C(COc1ccccc1)Nc1ccccc1C(=O)NCc1ccco1,0.0%,-4.5%,-0.8%,-0.8%,-2.0%,?,-0.4%,-19.9,-5.8

# Molecules above with a thiophene ring, fused or not:
SMILES,MCF10A rerep,KB-3-1 tox,HT1080 IDH1KD tx,SW480 rerep,HEK293 tox,KB-V1 cytotox,HT1080NT lethal,IL-1B inflam inh,DRD3 agonist
CC(=O)NCCNc1nc2cc(-c3ccc4c(ccn4C)c3)sc2c(=O)n1C,/,0.0%,-28.4%,/,5.4%,1.3%,-23.8%,57.5,8.8
O=C(NCc1ccccc1)c1cc(C2CCCCN2C(=O)c2cccs2)on1 (stereo unspecified),/,-0.1%,0.0%,/,-8.7%,-13.8%,-4.4%,-15.7,-13.2
CCOc1ccc(C(=O)CC(NCc2cccs2)C(=O)O)cc1 (stereo unspecified),?,-7.4%,?,?,-3.1%,5.1%,-21.1%,-15.1,-6.2

# Next part.
SMILES,MCF10A rerep,KB-3-1 tox,HT1080 IDH1KD tx,SW480 rerep,HEK293 tox,KB-V1 cytotox,HT1080NT lethal,IL-1B inflam inh,DRD3 agonist
O=c1c2ccccc2cnn1-c1nc2ccccc2[nH]1,-4.7%,?,3.66µM*,-2.7%,-7.4%,?,3.66µM*,26.8,0.5
COc1cc2nc(CN3CCC(Cc4ccccc4)CC3)[nH]c(=O)c2cc1OC,6.4%,-8.3%,19.4%,-4.2%,22.6%[0.307 µM],-20.5%,11.3%,11.0,1.4
O=C(NN=C1CCCCCC1)C(=O)Nc1cccc(Br)c1,13.3%,-1.8%,-5.4%,-3.3%,-1.2%,27.0%,-8.2%,9.6,-5.0
CCCc1nc2ccccc2c(C(=O)OCC(=O)NC2CC2)c1CC,-2.3%,?,-2.7%,3.5%,-4.7%,?,-4.2%,3.1,2.9
Oc1ccccc1-c1nnc(-c2ccc(C(F)(F)F)cc2)o1,?,-6.0%,9.4%,0.4%,-8.1%,?,9.7%,-2.9,1.7
Cc1cc(C)n2nc(SCN3C(=O)c4ccccc4C3=O)nc2n1,7.9%,-7.6%,12.4%,-13.2%,-10.8%,3.3%,-0.7%,-10.7,-4.0
CCCCN1CCCc2cc(CN(CCCN3CCOCC3)C(=O)Nc3ccc(OCC)cc3)ccc21,/,3.8%,/,/,-7.2%,-3.3%,/,/,-19.6
COC(=O)CSc1cnc2ccccc2n1,0.5%,-0.3%,12.1%,-2.8%,0.6%,18.8%,15.4%,22.4,-9.0
CC(C)(C)c1ccccc1NC(=O)CN1C(=O)NC2(CCCC2)C1=O,2.8%,-4.2%,14.1%,-1.0%,-9.0%,14.2%,4.5%,-14.7,-18.4
COC(=O)c1c(-c2ccc(OC)cc2)sc2cc(OC)c(OC)cc12,?,-11.1%,-3.7%,13.3%,-1.8%,-1.6%,-15.0%,11.5,19.4
CCOc1ccc(C(=O)CCNC(Cc2cnc[nH]2)C(=O)O)cc1 (stereo unspecified),?,-10.7%,2.0%,-7.0%,-6.3%,-1.0%,3.7%,18.0,-9.3
CCOc1ccc(C(=O)/C=C/Nc2ccc(S(=O)(=O)N=C(N)N)cc2)cc1,?,-0.1%,18.4µM*,?,-3.0%,14.0%,?,4.0,0.3
CS(=O)(=O)N1CCC(Oc2cccc(C(=O)NCCCC3CCCC3)c2)CC1,7.2%,?,-0.6%,-7.3%,1.8%,-28.9%,8.4%,?,4.9
CN(c1ccc([N+](=O)[O-])cc1/C=N/NC(=O)COc1ccccc1)C1CCCCC1,14.4%,0.0%,-12.3%,-4.0%,-1.9%,0.0%,-10.5%,-3.0,-21.1
COc1ccccc1C1/C(=C(/O)c2ccccc2)C(=O)C(=O)N1CCO (stereo unspecified),-0.9%,-1.3%,16.0%,-1.8%,0.5%,9.3%,6.5%,-3.5,-12.1
Cc1sc2nc(CSCC(=O)N(C)c3ccccc3)[nH]c(=O)c2c1C,12.1%,-5.3%,-3.8%,6.0%,1.2%,?,-6.1%,-10.3,3.4
